D1 ag – agonists of human D1 dopamine receptor; activation, % at 2 µM; AID 504660; actives 1% (n = 360,000); HEK293 T-REx D1 cells, calcium flux, agonist mode; P21728; further: 0% is about no effect
Target sequence (P21728 whole entry, looked up): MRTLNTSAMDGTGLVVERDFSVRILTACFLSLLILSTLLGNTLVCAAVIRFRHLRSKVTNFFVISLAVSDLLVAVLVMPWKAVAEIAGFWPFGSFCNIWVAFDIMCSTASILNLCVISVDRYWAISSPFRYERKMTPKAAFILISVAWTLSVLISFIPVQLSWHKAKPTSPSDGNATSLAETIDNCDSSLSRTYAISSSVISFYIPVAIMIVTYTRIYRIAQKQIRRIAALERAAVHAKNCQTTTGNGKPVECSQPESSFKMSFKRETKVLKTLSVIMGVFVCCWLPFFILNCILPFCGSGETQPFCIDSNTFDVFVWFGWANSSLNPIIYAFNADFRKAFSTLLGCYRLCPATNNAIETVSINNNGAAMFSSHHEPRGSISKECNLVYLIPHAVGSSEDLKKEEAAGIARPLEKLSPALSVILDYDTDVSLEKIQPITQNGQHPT
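Agonism was scored from calcium flux recorded over 180 s (1 read/s) after pintool compound addition, following a 10-cycle baseline. Cells were inducible force-coupled HEK293 TREx D1, plated overnight at 30 C and loaded with no-wash calcium dye.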
D2 antagonist – D2 dopamine receptor (human) antagonism | P14416 | HEK293 TREx D2 cells, calcium flux, dopamine EC80 | inhibition, % at 10 µM | actives 2% (n = 340,000) | AID 485344; in the data active means inhibition above about 30%; further: 0% is about no effect
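Calcium flux kinetic readout in an inducible HEK293 TREx D2 line plated overnight at 30 C. After 180 s compound exposure, an EC80 dopamine challenge follows with another 180 s kinetic read to detect antagonism.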
D2 agonist – D2 dopamine receptor (human) agonism; actives 0.53% (n = 340,000); P14416; AID 485358; activation, % at 2 µM; HEK293 T-REx D2 cells, calcium flux agonist mode;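 active means activation over 3 SD above normal in the single-dose calcium agonist read, cut at about 30% in these data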; further: 0% is about no effect
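Tetracycline-induced HEK293 Trex cells with D2 receptor force-coupled to calcium signaling, plated overnight at 30 C and loaded with no-wash calcium dye. Calcium flux read kinetically for 180 s after compound addition; responses flag agonists.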
TRHR ag – agonists of human TRH receptor | TRHR cells, calcium flux fluo-8, FDSS agonist mode | AID 493084 | activation, % at 2 µM | actives 0.18% (n = 360,000) | P34981; further: 0% is about no effect
Target sequence (P34981 whole entry, looked up): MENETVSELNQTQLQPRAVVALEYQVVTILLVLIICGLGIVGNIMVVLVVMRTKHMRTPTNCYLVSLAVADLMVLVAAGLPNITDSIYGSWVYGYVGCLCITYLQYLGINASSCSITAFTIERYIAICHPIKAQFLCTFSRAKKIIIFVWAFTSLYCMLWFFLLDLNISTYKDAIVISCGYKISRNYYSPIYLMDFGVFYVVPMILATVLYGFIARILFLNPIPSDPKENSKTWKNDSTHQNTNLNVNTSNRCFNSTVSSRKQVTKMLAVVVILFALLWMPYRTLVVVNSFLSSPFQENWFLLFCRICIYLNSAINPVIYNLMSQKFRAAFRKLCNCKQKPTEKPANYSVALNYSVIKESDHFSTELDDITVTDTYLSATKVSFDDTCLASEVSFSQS
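TRHR-expressing cells loaded with fluo-8 calcium dye; 23 nL library compound pin-transferred, kinetic FDSS fluorescence (Ex 480/Em 530) recorded about 180 s for agonist-induced calcium release, before a 10 nM TRH EC20 addition for potentiator mode.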
TRHR PAM – TRH receptor (human) allosteric enhancement. P34981. TRHR cells, fluo-8 calcium fluorescence, EC20 TRH enhancement. enhancement, % at 2 µM. actives 0.66% (n = 360,000). AID 493056; in the data active means enhancement above about 30%; further: 0% is about no effect
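Enhancer read-out: after compound pinning and an initial kinetic agonist-mode read, an EC20 of TRH (10 nM final) was injected and fluo-8 calcium signal (Ex 480/Em 530) followed at 1 s/cycle for 100 cycles in TRHR-expressing cells.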
RXFP1 antagonist – blocks the human relaxin receptor RXFP1 | Q9HBX9 | HEK293-RXFP1, relaxin-stimulated cAMP HTRF, 30 min; active compounds read low | activity change, negative = inhibition, % at 57.5 µM | actives 0.59% (n = 350,000) | AID 1259400;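 active means activity change of -60% or lower, but not beyond a set lower limit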; further: on the % scale 0 is the no-effect control and ±100 the full control effect
D2 potentiator – positively modulates the human D2 dopamine receptor allosterically. P14416. AID 485347. HEK293 T-REx D2, calcium flux, EC20 dopamine potentiation. potentiation, % at 10 µM. actives 0.34% (n = 340,000);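 active means potentiation over 3 SD above the plate norm, cut at about 30% in these data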; further: 0% is about no effect
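Tetracycline-induced Hek293 Trex D2 cells, force-coupled to calcium, loaded with no-wash calcium dye. Compound added with 180 s kinetic read for agonism, then EC20 dopamine and a further 180 s read for potentiation.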
D1 potentiator – enhances dopamine response at the human D1 receptor. P21728. HEK293 TREx D1 cells, calcium flux, dopamine EC20 potentiation. potentiation, % at 10 µM. actives 0.036% (n = 360,000); in the data active means potentiation above about 30%; further: 0% is about no effect
D1 antagonist – blocks dopamine activation of the human D1 receptor; P21728; HEK293 TREx D1 cells, calcium flux, dopamine EC80; active compounds read low; activity change, negative = inhibition, % at 10 µM; actives 3.2% (n = 360,000); in the data active means activity change below about -30%; further: on the % scale 0 is the no-effect control and ±100 the full control effect
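Cells carrying a force-coupled, tetracycline-inducible human D1 receptor report calcium flux. Each well gets a 10 s baseline, compound with 180 s monitoring, then an EC80 dopamine stimulus with a second 180 s kinetic read.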
* = called active by the depositor; / = not tested or not shown. Unless noted, no stated cut-off is given here; in the data, active means activation above about 30%; inactive means the rest. Hits appear at their usual frequency. Share with any hit: about 7.3%.

SMILES	D1 ag	D2 antagonist	D2 agonist	TRHR ag	TRHR PAM	RXFP1 antagonist	D2 potentiator	D1 potentiator	D1 antagonist
Cc1cc(-n2c(C)cc(C(=O)CSc3nnnn3-c3ccc(Cl)cc3)c2C)no1	0	6	-0.2	-1.0	3	-9	1	-5	8
COC(=O)[C@@]12CCCCN1[C@H](c1ccc(-c3ccc4c(c3)OCO4)c(OC)c1)[C@@H]1C(=O)N(C)C(=O)[C@@H]12	-1	9	0.8	0.0	-3	/	6	-5	20
Cc1nc(-c2ccc(F)cc2)c(CC(=O)Nc2cc(S(=O)(=O)N3CCCCC3)ccc2C)s1	3	-14	-1.1	-0.6	-9	-6	-6	-1	-6
N#C/C(=C\c1ccc([N+](=O)[O-])cc1)C(=O)NCCCn1ccnc1	0	-4	0.1	0.3	-3	-13	2	0	-1
O=S1(=O)c2ccccc2N(Cc2ccccc2)c2ccccc21	6	/	-1.1	-0.6	13	-3	11	-4	-9
CCCn1c(C)cc(/C=C(\C#N)C(=O)OCC(=O)Nc2ccc(OC)c(Cl)c2)c1C	2	-13	0.0	-0.1	1	-6	-3	3	-3
Cc1cc(C(F)(F)F)nn1CC(=O)NCc1ccccc1	1	7	-0.4	-1.3	6	-1	4	-2	2
CSc1ccc(Cn2nnc(C(=O)Nc3ccc(C)cc3Cl)c2N)cc1	18	/	3.1	2.5	7	/	/	-4	1
CCc1ccccc1S(=O)(=O)Cc1ccc(C(=O)NC2CCCC2)o1	2	7	-1.2	-1.0	0	-33	2	5	-2
COCCCn1c(SCC(=O)Nc2ccc(OC)cc2)nc2c(sc3ccccc32)c1=O	3	/	-0.3	1.3	-2	-8	-2	1	-22
CC(C)=CCc1c2c(c3occ(-c4ccc(O)cc4)c(=O)c3c1O)C=CC(C)(C)O2	0	-17	1.1	-0.4	18	/	2	3	5
Cc1ccc(CNC(=O)c2nn(-c3ccc(Cl)cc3)nc2CO)cc1	2	/	-1.3	-1.4	0	-36	/	0	-7
O=C1CC(c2ccccc2)n2nc(NC(=O)C3CCCO3)nc2N1 (stereo unspecified)	5	-15	0.6	0.5	-1	0	-5	-4	1
O=C(NNC1=C(C(=O)C(F)(F)F)CCC1)c1ccncc1	2	/	/	1.5	0	19	/	-6	-6
Cc1noc2ncnc(N3CCCC3)c12	2	2	1.6	-0.2	14	-2	3	0	-10
Cc1ccccc1NC(=O)N1CCCN(c2ccc(C#N)cn2)CC1	4	-1	0.1	0.1	4	2	13	-4	2
COc1ccc(CN2CCc3ccccc3C2)c(OC)c1OC	4	15	-2.1	0.1	4	-2	-24	5	19
C/C(CC(=O)Nc1cc(C)ccn1)=N\NC(=O)c1cccc(C)c1	5	-7	-0.4	0.7	4	5	/	-2	-6
Cn1nnc2c(sc3nc(N4CCOCC4)c4c(c32)CCCC4)c1=O	-5	-18	-0.3	-0.1	-3	1	9	-5	-5
CC(C)(C)OC(=O)NCCOC(=O)c1[nH]cnc1C(=O)NCc1ccccc1	-1	-14	-0.3	-1.0	-1	/	3	-4	/
CC(C)CNC(=O)C1CCN(Cc2ccc(OCc3ccccc3)cc2)CC1	15	-23	0.8	0.8	3	3	12	-1	-4
Cc1cccc(CC(=O)Nc2cc(=O)n(C)c(=O)n2C)c1	3	-5	-0.4	0.2	4	/	-22	-9	-1
COCCn1c(=NC(=O)c2ccc(S(=O)(=O)N3CCCc4ccccc43)cc2)sc2cc(S(C)(=O)=O)ccc21	7	21	0.0	0.4	-2	/	2	-1	0
COc1cccc(CNC(=O)COc2cc3c(c4oc(=O)cc(C)c24)CCC(C)(C)O3)c1	3	5	-0.5	-0.2	-8	/	-8	-8	-13
Cc1ccc2oc(=O)c3cnn(CC(=O)NC4CCC(C)CC4)c3c2c1 (stereo unspecified)	4	17	-1.2	-0.2	5	0	-14	/	-2
Nc1nc2ccccc2nc1N1CCCC1	3	-7	-0.4	-0.1	6	-15	-5	-2	2
Cc1ccc(S(=O)(=O)N2CCCCC2CCNC(=O)C(=O)NC2CC2)cc1 (stereo unspecified)	-1	0	0.4	0.2	3	-7	5	5	1
Cc1ccc(NC(=O)Cn2c(=O)oc3cc(S(=O)(=O)N4CCCCCC4)ccc32)cc1Cl	4	/	0.3	0.9	2	-9	22	-5	-2
COc1nc(Nc2ccc(C(C)=O)cc2)nc(OC)n1	2	-27	-1.9	-0.3	5	5	9	-5	8
CCc1nnc(NC(=O)C2CC(=O)N(c3ccc(C)cc3)C2)s1 (stereo unspecified)	0	5	0.3	0.1	-1	7	-2	-7	-21
Cc1ccccc1NC(=O)C1CCC(=O)N1 (stereo unspecified)	4	-9	-0.1	0.2	7	13	-4	-2	2
Cc1ccc(SCCNC(=O)CN(c2cccc(C)c2C)S(C)(=O)=O)cc1	11	/	/	0.4	1	/	6	-3	3
COc1ccc(-c2cc(C(F)(F)F)nc(NCc3ccc(F)cc3)n2)cc1	14	/	2.7	2.2	-8	/	-1	-1	1
O=C(CNC(=O)c1ccc(Cl)cc1)N/N=C/c1cccnc1	0	18	0.7	-0.4	4	17	4	-5	-6
CSc1cccc(NC(N)=O)c1	2	28	0.5	0.6	-6	11	6	-8	-19
Cc1ccc(CNC(=O)Cn2c(=O)n(Cc3ccc(F)cc3)c(=O)c3sc4ccccc4c32)cc1	4	/	0.4	-0.1	-6	/	/	0	4

Copied from above for reference:
SMILES	D1 ag	D2 antagonist	D2 agonist	TRHR ag	TRHR PAM	RXFP1 antagonist	D2 potentiator	D1 potentiator	D1 antagonist
CCc1nnc(NC(=O)C2CC(=O)N(c3ccc(C)cc3)C2)s1 (stereo unspecified)	0	5	0.3	0.1	-1	7	-2	-7	-21
Cc1ccccc1NC(=O)C1CCC(=O)N1 (stereo unspecified)	4	-9	-0.1	0.2	7	13	-4	-2	2
Cc1ccc(SCCNC(=O)CN(c2cccc(C)c2C)S(C)(=O)=O)cc1	11	/	/	0.4	1	/	6	-3	3
COc1ccc(-c2cc(C(F)(F)F)nc(NCc3ccc(F)cc3)n2)cc1	14	/	2.7	2.2	-8	/	-1	-1	1
O=C(CNC(=O)c1ccc(Cl)cc1)N/N=C/c1cccnc1	0	18	0.7	-0.4	4	17	4	-5	-6
CSc1cccc(NC(N)=O)c1	2	28	0.5	0.6	-6	11	6	-8	-19

The listing continues:
SMILES	D1 ag	D2 antagonist	D2 agonist	TRHR ag	TRHR PAM	RXFP1 antagonist	D2 potentiator	D1 potentiator	D1 antagonist
CN(CC(=O)NCCCc1ccccc1)S(=O)(=O)c1ccc(Br)cc1	1	-6	0.7	-0.5	-7	-8	-2	-4	0
O=C(NC1CCCCCC1)C1CCN(S(=O)(=O)c2c(Cl)cccc2Cl)CC1	4	/	/	2.9	-6	-7	11	-15	0
CCC(C)(C)n1nnnc1CN1CCC(c2nc3ccc(C)cc3[nH]2)CC1	0	-7	-1.5	-0.9	-2	15	-9	-4	-24
CN(C)CCNC(=O)/C(=C/c1ccc(-c2ccc(Cl)cc2Cl)o1)NC(=O)c1ccccc1	4	/	/	-0.4	-2	-70*	/	-5	-13
CCN(CC)C(=O)CSc1nc2[nH]ncc2c(=O)[nH]1	0	-6	0.7	0.3	1	-8	0	-7	-11
CC1CCc2[nH]c3ccc(C(=O)NCCCOC(C)C)cc3c2C1 (stereo unspecified)	0	/	/	0.5	0	3	/	-10	-8
COc1ccccc1/C=N/NC(=O)c1ccc(Cn2nc([N+](=O)[O-])cc2C)cc1	8	4	-1.2	-1.2	4	-11	-4	-2	0
CCCCC(=O)Nc1ccc(NCc2ccc(C)s2)cc1	1	-14	0.6	0.2	0	7	-23	-2	16
O=C(CSc1nnc(-c2ccccc2)c2ccccc12)NCCN1C(=O)CSC1=O	3	11	0.0	-1.4	7	0	1	4	12
Cc1cc(C)cc(OCC(=O)Nc2cccc(-c3nc4ncccc4o3)c2)c1	3	8	0.9	-0.1	-1	/	-9	-2	3
CC(C)Oc1ccc(S(=O)(=O)N2CCOCC2)cc1NC(=O)c1ccc(N2CCCC2=O)cc1	8	4	0.4	0.6	2	6	0	-1	24
Cc1cccc(NC(=O)COC(=O)c2ccc3c(c2)OCO3)c1C	23	-1	-0.2	0.2	0	-1	0	1	-10
CCCCOCC1CC(CC#CCN2CCCCC2)C(=O)O1 (stereo unspecified)	3	0	0.7	1.0	0	8	5	-1	0
NS(=O)(=O)c1ccc(C(=O)Nc2ccc(-c3nc4cccnc4s3)cc2)cc1	1	4	0.5	0.6	44*	-7	1	9	13
CCc1cccc(NC(=O)CCS(=O)(=O)c2ccc3nc(C)sc3c2)c1	1	/	-0.2	-0.1	-3	-1	-12	-2	4
CCCCCCCCCc1nc2sc3c(c2c(=O)n1NC(=O)c1ccccc1[N+](=O)[O-])CC(C)(C)OC3	3	4	-0.8	-1.1	4	-33	4	-7	-16
Cc1sc2ncn(-c3ccccc3)c(=O)c2c1C	1	-3	-0.2	-0.9	7	-2	7	-5	-15
N#Cc1cccc(Nc2c3c(nc4ccccc24)CCC3)c1	0	11	-3.8	-2.1	-1	-9	12	-5	0
Nc1ncnc(Oc2ccccc2F)c1[N+](=O)[O-]	2	-25	0.9	0.1	4	4	7	-2	-19
Cc1cccc(-c2nnc3sc(-c4ccccc4C)nn23)c1	2	-1	-0.2	0.1	1	0	6	1	21
COP(=O)(OC)c1nc(-c2ccc(C)cc2)oc1N1CCCCC1	3	-6	0.4	-0.7	12	5	15	7	-5
NC(=O)COc1ccc(/C=C2\C(=O)ON=C2c2ccccc2)cc1	1	-5	-1.2	0.0	4	-1	-10	3	-10
Cc1cc(C)cc(-n2ccn(CC(=O)Nc3ccccc3F)c(=O)c2=O)c1	3	/	0.2	-0.3	1	-1	6	0	0
Nc1ccccc1SCC(=O)Nc1cccc2ccccc12	2	8	-0.3	-1.2	-2	-5	-17	-8	-15
CC(=O)c1ccc(NC(=O)CN(C)S(=O)(=O)c2cnc[nH]2)cc1	1	/	0.2	1.3	-2	-1	3	-1	8
COc1ccc(-c2oc3ncn4nc(-c5ccc(Cl)cc5)nc4c3c2-c2ccc(OC)cc2)cc1	2	/	/	-2.2	9	/	9	-2	-4
COc1cccc(/C=N/NC(=O)CNC(=O)c2ccncc2)c1O	2	-5	0.6	0.7	14	3	65*	0	-41*
Cc1cc2oc(=O)cc(CSc3nc(N)cc(N)n3)c2cc1C(C)C	1	-19	0.1	1.0	-20	10	-6	-11	-14
COc1ccc(NC(=O)COCC(=O)Nc2ccc(C)cc2)cc1	-1	-4	-2.1	-0.4	17	9	4	-4	-3
O=C(O)CSCC(=O)N1CCCN(c2ccc(C(F)(F)F)cn2)CC1	2	-4	0.7	0.9	5	-3	15	0	-5
Cn1c(CC(=O)Nc2ccccc2F)nnc1SCC(=O)NC1CCCC1	0	-5	0.6	0.1	-5	-1	5	3	-4
COCCCNC(=O)c1nn(C)c2c1CS(=O)(=O)c1ccccc1-2	0	/	-1.2	-1.1	-2	-2	1	2	13

Compound activity as filed in PubChem.
